Nrf2 activator: activates Nrf2 signaling; AREc32 ARE-luciferase reporter (MCF7-derived line), luminescence, 24 h; Potency, µM (titrated, usually from 46.1 µM), for inactives: at the top dose activation, most hits filed as activators; hit rate 0.31% among 410,000; AID 624171; note: potency is the fitted concentration of half-maximal effect; % of control where 0% means no effect; nearly all actives have a fitted effect of over 65% in size
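Luminescent ARE reporter assay in AREc32_Fluc cells: overnight plating at 37 deg C, 24 hr compound incubation, Steady-Glo added, 30 min RT before reading.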
Nrf2 inh: inhibitors of Nrf2 signaling | A549 ARE-Fluc reporter, luciferase luminescence, 18-24 h | AID 504444 | Potency, µM (highest dose often 46 µM), without a hit: at the top dose activity change, negative = inhibition, actives largely listed as inhibitors | hit rate 2.1% among 360,000; note: potency is the fitted concentration of half-maximal effect; % is set by controls: 0 for no effect and ±100 for the full control effect; nearly all actives have a fitted effect of over 60% in size
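A549 ARE_Fluc cells (5000/well, 5% FBS OPTI-MEM) pre-incubated 2 h, then treated with compounds 18-24 h at 37C/5% CO2 in concentration-response. CellTiter-Fluor viability read first; BugLite luciferase luminescence after 15 min at room temperature gives Nrf2 activity.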
TGFb inhibitor: blocks TGF-b signaling | HepG2 CAGA-GFP TGF-b/SMAD3 reporter, GFP fluorescence, 18 h; TGF-beta stimulated, 500 pg/mL final | Potency, µM (highest dose often 46.1 µM), for inactives: at the top dose activity, negative = inhibition, actives largely listed as inhibitors | hit rate 1.2% among 410,000 | AID 588855; note: potency is the fitted concentration of half-maximal effect; % is set by controls: 0 for no effect and ±100 for the full control effect; nearly all actives have a fitted effect of over 65% in size
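HEPG2 CAGA-GFP reporter cells (1000/well, DMEM with 1% FBS) received compounds, then recombinant TGF-beta at 500 pg/mL final for 18 hours at 37 degrees C. Per-cell GFP summed per well was normalised to unstimulated and stimulated DMSO controls before curve fitting.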
MmCpn inh: blocks the Methanococcus maripaludis chaperonin Mm-Cpn; purified Mm-Cpn ATPase, ADP Transcreener TR-FRET; Potency, µM (series often up to 76.9 µM), for the others: at the top dose activity, negative = inhibition, most hits filed as inhibitors; hit rate 0.031% among 330,000; AID 504842; note: potency is the fitted concentration of half-maximal effect; % is set by controls: 0 for no effect and ±100 for the full control effect; nearly all actives have a fitted effect of over 80% in size
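Purified archaeal chaperonin (25 nM final) was preincubated with compound for 10 min at 37°C, then ATP (10 uM final) was added for 30 min at 37°C in Tris pH 7.4/KCl/MgCl2/DTT buffer. ADP was quantified by HTRF Transcreener TR-FRET.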
pAkt inh: Akt phosphorylation inhibition; hit rate 0.32% among 360,000; activity change, % for hits at 50 µM; Neuro2A IGF-stimulated pAkt S473 HTRF, 20 min; stronger effect = lower value; in the data active = activity change below about -80%; inconclusive = mostly about -51% to -80%; note: % is set by controls: 0 for no effect and ±100 for the full control effect
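Neuro2A cells in DMEM with 0.5% FBS, overnight at 37 deg C, given compound at single 50 µM final, then IGF (6 nM final) for 20 min at 37 deg C. Lysed; phospho-Akt Ser473 by HTRF after 24 h, 665/615 ratio.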
Abeta rescue: A-beta toxicity reversal in yeast; Potency, µM (doses to about 46.1 µM), without a hit: at the highest dose growth rescue, most hits filed as activators; hit rate 0.063% among 410,000; yeast expressing A-beta42, growth rescue, OD600, 48 h; response scale: 0% DMSO, 100% iron-clioquinol control; note: potency is the fitted concentration of half-maximal effect; nearly all actives have a fitted effect of over 55% in size
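Yeast A-beta toxicity model in growth medium with pinned compounds, 48 h at 30 C; growth read as absorbance at 600 nm. Normalized to FeCl3/clioquinol equimolar mix (positive) and DMSO (negative).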
HepG2 tox: kills HepG2 cells in TGF-b inhibitor counter-screen; Potency, µM (doses to about 46.1 µM), for the others: at the highest dose activity change, negative = cytotoxicity, usual class: cytotoxic; HepG2 CAGA-GFP viability, ATP luminescence, 18 h; hit rate 0.76% among 410,000; AID 588856; note: potency is the fitted concentration of half-maximal effect; some results filed as inactive show a strong effect at the top dose
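HepG2 CAGA-GFP cells (1000/well, DMEM with 1% FBS) received compound, then TGF-beta at 500 pg/mL final, and were incubated 18 hours at 37 degrees C. Viability was read by CellTiter-Glo luminescence. Media-only wells were set as complete cell-killing and DMSO as no toxicity.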
CCT chaperon mod: modulators of cytosolic chaperonin (CCT/TRiC) activity; purified chaperonin ATPase assay, HTRF ADP detection, 30 min; activity change, % (no concentration beside the values), hits read low; hit rate 0.3% among 360,000; in the data active = activity change below about -30%; note: % is set by controls: 0 for no effect and ±100 for the full control effect
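We incubate TRiC, 40 or 20 nM final, with library compounds at 76 uM and 10 uM ATP for 30 min at 37 °C. ADP formed is detected with Transcreener HTRF reagents after 30 min at room temperature.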
A549 tox: kills or reduces viability of A549 cells in Nrf2 counter-screen; A549 ARE-Fluc cells, CellTiter-Fluor viability, 18-24 h; Potency, µM (titrated, usually from 46 µM), inactives show top-dose activity change, negative = cytotoxicity, actives largely listed as inhibitors; hit rate 0.16% among 390,000; AID 504648; note: potency is the fitted concentration of half-maximal effect; % is set by controls: 0 for no effect and ±100 for the full control effect
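Cytotoxicity counterscreen: CellTiter-Fluor fluorescence was measured in A549 ARE_Fluc cells after 18-24 h of compound exposure in a concentration series. The subsequent BugLite luminescent read reports ARE-luciferase activity.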
* marks the source's active call; other numbers are inactive results; i = inactive; ? = inconclusive; / = no result given; & = joins results of further samples; [ ] = another dose, or the depositor's remark. Unless noted, calls come from the whole dose curve; as a rule, active = well fitted curve in the direction sought with a large enough effect; inconclusive = small, poorly fitted or top-dose-only effect, or another doubt; inactive = no such curve, though single readings can be large; an effect the other way counts as inactive or inconclusive.

SMILES	Nrf2 activator	Nrf2 inh	TGFb inhibitor	MmCpn inh	pAkt inh	Abeta rescue	HepG2 tox	CCT chaperon mod	A549 tox
CCN(c1ccccc1)S(=O)(=O)c1ccc(NC(=O)c2cc(=O)c3cc(C)c(C)cc3o2)cc1	-0.7%	8%	-1%	/	/	-8%	15%	/	-7%
COc1ccc(CNC(=O)c2cc3c(=O)n(Cc4ccco4)ccc3nc2C)cc1	9.6%	12%	?	/	/	-4%	-12%	/	2%
COC(=O)C(Cc1cnc(Cl)s1)(C(=O)OC)c1ccccc1[N+](=O)[O-]	-0.1%	-23%	11%	-1%	i	15%	-3%	-4.4	0%
Cc1ccc(CNc2ccc(CNc3ncn[nH]3)cc2)cc1	0.4%	/	-19%	-1%	i	-11%	-6%	-1.2	-2%
CCOC(=O)C1(C)CCCN(C(=O)c2ccc3c(c2)OCO3)C1 (stereo not given)	-0.4%[9.22 µM]	/	18%	/	i	4%	9%	-1.5	/
OC(c1ccccc1)c1nc(-c2ccccc2)cs1 (stereo not given)	5.8%	/	2%	/	i	8%	1%	0.5	/
COc1cc(C)c(CNc2cccc(C)c2)cc1C	-0.2%	-8%	-7%	-17%	i	2%	-24%	-1.5	-4%
Cc1cc(C)n2nc(C(=O)Nc3nccs3)nc2n1	6.3%	/	-20%	2%	i	6%	-9%	-6.3	12%
O=C1/C(=C\c2ccc(O)c(O)c2)N=C2CCCCCN12	13%	7%	31%[activator]	-6%	i	-10%	6%	0.9	-16%
O=C(O)CCCC(=O)Nc1cccc(C(=O)Nc2ccccc2C(=O)O)c1	-0.1%	-14%	9%	1%	i	-1%	-1%	-1.1	-7%
O=C1CSC(=Nc2cccc([N+](=O)[O-])c2)N1	0.2%	-7%	-3%	0%	i	-14%	-10%	-2.5	3%
COc1ccc(S(=O)(=O)N2CCOCC2)cc1NC(=O)CN1CCCCCC1	0.3%	-2%	?	2%	i	-2%	-40%	-0.9	0%
Cc1sc2nc(CSCC(=O)N(CCC#N)c3ccccc3F)[nH]c(=O)c2c1C	3.2%	-9%	-6%	-1%	i	-6%	-6%	0.0	-10%
Cc1nnc(NC(=O)c2cccc(F)c2)s1	7.4%	24%	21%	0%	/	-19%	1%	1.8	-1%
CCOC(=O)n1c(=O)n(C)c2ccc(Br)cc21	0.1%	-16%	8%	1%	i	-34%	0%	0.2	-10%
O=C(OCc1cc2ccccc2[nH]c1=O)c1ccncc1	0.4%	12%	-2%	0%	i	14%	0%	-0.8	-6%
Cc1cccc(N2CCN(C(=O)c3cc(S(=O)(=O)N4CCOCC4)cn3C)CC2)c1C	-0.7%	-12%	-1%	1%	i	-25%	1%	0.6	-3%
c1ccc2c(CCNc3ncnc4nc[nH]c34)c[nH]c2c1	0.1%	-18%	-17%	0%	i	-6%	25%	0.2	0%
O=C(O)Cc1cn(Cc2cccc(Cl)c2)c2ccccc12	-0.4%	-8%	7%	0%	i	9%	9%	1.6	-20%
COCCN1C2=C(C(=O)CC(C)(C)C2)C(c2ccc(OC)c(OC)c2)C2=C1CC(C)(C)CC2=O	-0.1%	-12%	1%	0%	i	19%	4%	-3.2	-15%
CC[C@@]12C(=O)N(c3cccc(C)c3)C(=O)N1[C@H](c1ccc(OC)cc1)[C@@H]1C(=O)N(C(C)(C)C)C(=O)[C@@H]12	0.7%	5%	?	-15%	i	4%	0%	-0.2	1%
O=C(CCn1c(=S)oc2ccccc21)Nc1cc([N+](=O)[O-])ccc1F	5.0%	-7%	2%	1%	i	-17%	-3%	0.7	0%
CC1CCCC(C)N1CCCNC(=O)C1CCCN(c2ncnc3c2nc2n3CCCCC2)C1 (stereo not given)	0.2%	7%	15%	-1%	i	12%	-6%	0.5	3%
C[C@H](NC(=O)c1ccccc1Cl)C(=O)OCc1cn2cc(Cl)ccc2n1	0.6%	?	15%	0%	i	-14%	-1%	-0.8	2%
COc1ccc(S(=O)(=O)N2CCN(C(=O)NCc3ccc(OC)c(OC)c3)CC2)cc1	0.4%	3%	?	3%	i	9%	10%	-0.7	-2%

Compound profiles (already shown). Order of values: Nrf2 activator, Nrf2 inh, TGFb inhibitor, MmCpn inh, pAkt inh, Abeta rescue, HepG2 tox, CCT chaperon mod, A549 tox
O=C(O)CCCC(=O)Nc1cccc(C(=O)Nc2ccccc2C(=O)O)c1 is entered as -0.1%, -14%, 9%, 1%, i, -1%, -1%, -1.1, -7%
OC(c1ccccc1)c1nc(-c2ccccc2)cs1 (stereo not given) is entered as 5.8%, /, 2%, /, i, 8%, 1%, 0.5, /
Cc1cccc(N2CCN(C(=O)c3cc(S(=O)(=O)N4CCOCC4)cn3C)CC2)c1C is entered as -0.7%, -12%, -1%, 1%, i, -25%, 1%, 0.6, -3%

(further entries)
SMILES	Nrf2 activator	Nrf2 inh	TGFb inhibitor	MmCpn inh	pAkt inh	Abeta rescue	HepG2 tox	CCT chaperon mod	A549 tox
COC(=O)c1ccccc1NC(=O)CN1C(=O)c2ccccc2C1=O	-0.1%	3%	-8%	/	i	-7%	-9%	0.5	-4%
COCCNC(=O)C12CC3CC(C1)CC(c1ccccc1)(C3)C2	-0.1%	-1%	2%	-1%	i	7%	0%	-1.0	6%
Cc1nnc(-c2cnn(C)c2N)n1Cc1ccc2c(c1)OCO2	1.8%	3%	21%	0%	i	-3%	5%	-1.2	1%
Cc1cc(S(=O)(=O)NC2CCCCC2)ccc1OCC(=O)NCC1CCCO1 (stereo not given)	-0.4%	?	0%	-1%	i	1%	-1%	-1.4	-3%
CN(C)C1CCN(C(=O)c2cccc(OC3CCN(S(=O)(=O)N(C)C)CC3)c2)C1 (stereo not given)	-0.2%	11%	-10%	-6%	i	-1%	5%	2.9	4%
CCOc1ccc(N2CC(NC(=O)C3CC3)CC2=O)cc1 (stereo not given)	-1.0%	/	-2%	/	/	0%	-9%	/	1%
O=C(Nc1cccc(S(=O)(=O)N2CCCCC2)c1)c1ccc2c(c1)OCO2	5.9%	?	?	-2%	i	0%	2%	-4.9	-7%
CC/C(=N\NC(=S)Nc1ccc(OC)cc1)c1ccc(OC(F)F)cc1	11%	-5%	-29%	0%	i	13%	5%	-1.4	-5%
S=c1[nH]nc([C@@H]2C[C@H]2c2ccccc2)n1-c1ccccc1	3.9%	2%	-26%	2%	i	27%	-5%	-3.0	-1%
O=c1cc(NCc2ccco2)[nH]c(=O)n1-c1ccc(Br)cc1	0.1%	-7%	2%	-1%	i	-4%	-18%	-0.9	9%
CCN(CC)S(=O)(=O)c1ccc(NC(=O)CCC2CCCCC2)cc1	4.2%	?	?	3%	i	2%	-42%	-7.6	-5%
O=C(Nc1ccc2oc(=O)ccc2c1)c1ccc(-c2ccc(Cl)cc2)o1	0.2%	-5%	-3%	0%	i	-10%	-6%	-3.3	10%
CCOc1ccc(NC(=S)NN2C(C)CCCC2C)cc1 (stereo not given)	-0.6%	-2%	2%	3%	i	3%	2%	0.0	-1%
CCCCN(C)C1=CC2=CC(=C(C#N)C#N)CCC2CC1 (stereo not given)	2.7%	-12%	-86%	0%	i	-13%	-16%	-3.3	-13%
Cc1ccc(NC(=O)c2ccc(F)cc2F)cc1	3.8%	?	1%	/	i	-8%	-14%	-2.2	10%
CC[C@]1(C(=O)OC)[C@H]2C(=O)N(C)C(=O)[C@H]2[C@H]2CN=C(SCc3ccc(C#N)cc3)N21	-1.0%	2%	4%	0%	i	-9%	-4%	-1.2	6%
COc1ccc(/C=C2\SC(=O)N(CCNC(=O)C3=COCCO3)C2=O)cc1	2.4%	?	-3%	1%	i	-4%	5%	1.3	?
CCCOC(=O)/C(=C\c1ccc([N+](=O)[O-])o1)NC(=O)c1ccccc1	?	4%	?	0%	i	10%	-58%	-3.8	0%
O=C1NCCCC1C(=O)N/N=C/c1ccc(Cl)cc1 (stereo not given)	-0.3%	1%	6%	-2%	i	17%	4%	-0.9	-3%
COc1ccccc1-n1cnnc1SC1CCOC1=O (stereo not given)	-0.7%	/	0%	-2%	i	13%	16%	-1.8	1%
Cc1sc(-n2c(C)cc(/C=C3\SC(=S)NC3=O)c2C)c(C#N)c1C	8.8%	?	?	1%	/	-24%	-72%	0.1	21µM*
Cc1ccc(CSc2ncnc3c2cnn3Cc2ccccc2)cc1C	0.4%	?	-2%	0%	i	9%	-21%	0.2	-18%
Cc1ccccc1C(=O)NC1CCN(CC(=O)NCc2ccc(F)cc2)CC1	1.1%	23%	-11%	0%	i	-22%	-4%	-2.1	2%
COC(=O)c1ccccc1C(=O)N1CCCC(CCC(=O)NCc2ccc(F)c(F)c2)C1 (stereo not given)	0.0%	24%	12%	-10%	i	-3%	-12%	-0.2	7%
CC(=O)N1CCc2cc(S(=O)(=O)NCCC(=O)NCCc3ccccc3)ccc21	0.4%	-20%	0%	1%	i	?	6%	-3.1	-4%
O=C(Nc1ccc(Cl)c(C(F)(F)F)c1)[C@@H]1CC=C[C@@H]2CCN(Cc3ccccc3)C(=O)[C@@H]21	0.3%	7%	-1%&-12%	/	i	7%	-5%&6%	-1.0	1%
CCN(CC)C1CCN(C(=O)CCc2nnc(CCCCc3ccccc3)o2)C1 (stereo not given)	-0.5%	-1%	-29%	2%	i	-4%	-20%	-6.3	7%
CCC(NS(=O)(=O)c1ccc(C)cc1)C(=O)N1CCN(c2ccccn2)CC1 (stereo not given)	-0.8%	-3%	36%[activator]	?	i	-8%	13%	0.1	2%

Screening data deposited in PubChem BioAssay by National Center for Advancing Translational Sciences (NCATS).
